SKKanGAS inh = SKKanGAS growth inhibition | S. pyogenes SKKanGAS, kanamycin growth, BacTiter-Glo, 6 h | inhibition, % at 7.5 µM | hit rate 1.3% among 300,000 | AID 1662;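 active = mean replicate score, as percent of positive control median, at least 50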;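 note: strain carries kanamycin resistance gene driven by streptokinase promoter and grows in 40 µg/ml kanamycin; loss of luminescence reflects streptokinase promoter inhibition or plain growth inhibition; 0% = median of DMSO wells and 100% = positive control at its reference dose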
KCNK3 inh = human KCNK3 channel inhibition, primary screen; O14649; CHO-KCNK3 thallium flux, FluxOR fluorescence; hits give low values; B-score at 10 µM; hit rate 0.84% among 340,000;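 active = B-score under library mean minus 4 SD, starting fluorescence ratio at most library mean plus 5 SD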;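 note: more negative B-score means stronger inhibition of thallium flux through KCNK3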
KCNQ1 act = potentiators or activators of human KCNQ1 potassium channel; P51787; CHO-K1 KCNQ1, thallium flux FluxOR fluorescence; hits give high values; B-score at 10 µM; hit rate 0.35% among 310,000;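 active = fluorescence ratio B-score, a plate-corrected score, at least three library SD, with initial intensity B-score within 5 SD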
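assay system = CHO-K1 cells stably expressing KCNQ1 | medium = assay buffer, equal DMSO in all wells | timing = 37 °C overnight plating, 90-min dark dye load, 20-min compound pretreatment | measured by = kinetic FluxOR thallium fluorescence, 10-s 1-Hz baseline, 110-s post-stimulus read | measure = fluorescence change relative to baseline, converted to B score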
TMEM16A inh = mouse TMEM16A channel inhibition, primary screen; Q8BHY3; HEK293 TMEM16A/YFP iodide influx fluorescence, ionomycin; normalized B-score (activity score, 25-100; higher = stronger inhibition) at 10 µM; hit rate 1.2% among 310,000; AID 588511;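 active = ratio plate-corrected score three or more library SD toward inhibition, starting fluorescence score within five deviations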;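 note: score derived from kinetic fluorescence span divided by baseline fluorescence per well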
RGS4 block = human RGS4 inhibition. P49798. B-score at 10 µM. hit rate 0.45% among 310,000. HEK293 M3R/RGS4 inducible, Fluo-4 calcium flux; hits give high values; triggered by carbachol at its EC20. AID 463165;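 active = B-score, a plate-corrected calcium signal, over three deviations above library mean, with baseline fluorescence within five deviations of library mean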;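 note: RGS4 expression induced by doxycycline in cells with stable M3 receptor; B-score is computed from the integrated fluorescence ratio over baseline after carbachol; higher B-score means a larger calcium signal and so more RGS4 inhibition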
KCNK9 block = inhibitors of human KCNK9 two-pore domain potassium channel. Q9NPC2. HEK293 KCNK9, FluxOR thallium flux fluorescence; hits give low values. B-score at 10 µM. hit rate 1.2% among 310,000;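 active = ratio B-score over 3 SD below the library mean, with starting fluorescence within 5 SD of its mean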;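 note: negative B-score means less thallium flux so channel inhibition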
RGS4 pot = potentiators or activators of RGS4 | HEK293 M3R/inducible RGS4, carbachol calcium flux Fluo4; hits give low values | hit rate 0.92% among 310,000 | B-score at 10 µM | AID 463111;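 active = B-score of the integrated calcium signal more than 4 SD below the library mean, with starting fluorescence not abnormally high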;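 note: negative B-score means reduced calcium response which marks RGS4 activation or potentiation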
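Also added: carbachol at ECmax as muscarinic agonist stimulus; Assay system: HEK293 cells with stable M3R and inducible RGS4; Timing: overnight RGS4 induction, 30 min dye load 37 °C, 20 min compound RT; Measured by: Fluo4-AM (2 µM) calcium-flux fluorescence, kinetic read.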
HDAC3 inhib = blocks human histone deacetylase 3; O15379; AID 2718; inhibition, % at 8.3 µM; recombinant HDAC3, fluorogenic peptide/trypsin coupled, fluorescence; hit rate 0.15% among 320,000; in the data active = inhibition above about 26%, passing the limit was not always enough
hERG protect = hERG (human) protection from proarrhythmic block. Q12809. CHO-hERG, FluxOR thallium flux, dofetilide IC70 present. activation (rescue from dofetilide block), less the hit threshold, % at 10 µM. hit rate 0.51% among 310,000;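 active = activation above the mean of controls blocked by dofetilide plus 5 SD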;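 note: thallium influx through hERG after potassium depolarization seen as dye fluorescence rise; in these data hits start at about 4.7%; inactives centre near -7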
Target sequence (Q12809 whole entry, looked up): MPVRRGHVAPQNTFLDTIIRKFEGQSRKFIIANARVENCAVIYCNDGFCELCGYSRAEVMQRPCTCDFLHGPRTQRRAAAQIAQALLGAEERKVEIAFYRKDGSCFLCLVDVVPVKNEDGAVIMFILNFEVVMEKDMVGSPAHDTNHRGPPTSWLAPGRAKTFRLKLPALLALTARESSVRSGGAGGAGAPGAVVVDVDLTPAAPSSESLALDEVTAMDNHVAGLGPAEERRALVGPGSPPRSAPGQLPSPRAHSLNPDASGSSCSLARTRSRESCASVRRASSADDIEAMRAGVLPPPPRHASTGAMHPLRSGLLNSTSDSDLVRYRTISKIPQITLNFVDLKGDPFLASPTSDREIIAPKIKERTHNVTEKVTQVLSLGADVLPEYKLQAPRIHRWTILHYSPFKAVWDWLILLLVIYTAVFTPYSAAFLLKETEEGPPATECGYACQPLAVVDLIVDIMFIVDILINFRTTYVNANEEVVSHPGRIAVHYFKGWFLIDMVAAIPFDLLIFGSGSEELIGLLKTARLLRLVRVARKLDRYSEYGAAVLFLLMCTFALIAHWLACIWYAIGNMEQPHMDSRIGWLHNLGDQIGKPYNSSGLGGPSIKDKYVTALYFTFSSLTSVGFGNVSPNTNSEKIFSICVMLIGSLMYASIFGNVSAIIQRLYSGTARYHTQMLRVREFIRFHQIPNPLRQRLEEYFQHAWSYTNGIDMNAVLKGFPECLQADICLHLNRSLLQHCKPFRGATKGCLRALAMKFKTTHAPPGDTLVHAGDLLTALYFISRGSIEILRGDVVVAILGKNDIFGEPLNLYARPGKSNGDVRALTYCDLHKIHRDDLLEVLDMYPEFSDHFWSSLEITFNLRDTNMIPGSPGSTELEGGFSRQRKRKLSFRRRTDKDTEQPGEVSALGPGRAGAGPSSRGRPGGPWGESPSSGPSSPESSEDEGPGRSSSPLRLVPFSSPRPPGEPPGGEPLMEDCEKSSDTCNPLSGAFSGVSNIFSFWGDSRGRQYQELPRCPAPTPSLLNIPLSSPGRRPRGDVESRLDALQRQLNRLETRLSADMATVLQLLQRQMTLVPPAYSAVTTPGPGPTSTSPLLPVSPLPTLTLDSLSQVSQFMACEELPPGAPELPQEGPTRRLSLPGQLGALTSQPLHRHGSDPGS
KCNQ1 inh = inhibitors of human KCNQ1 potassium channel. P51787. CHO-K1 KCNQ1, FluxOR thallium flux fluorescence; hits give high values. B-score at 10 µM. hit rate 1.3% among 310,000. AID 2642;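 active = compounds whose thallium flux B-score, printed positive for inhibition, exceeds three library SD while starting fluorescence stays within three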;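 note: channel opened by potassium depolarization with thallium stimulus after 20 min compound exposure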
TMEM16A act = activates or potentiates the mouse TMEM16A chloride channel; hit rate 0.3% among 340,000; B-score at 10 µM; Q8BHY3; HEK293 TMEM16A/YFP-H148Q/I152L, iodide quench fluorescence; hits give low values;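 active = fluorescence-ratio B-score plate-corrected deviation score at least 3 library SD below zero, with starting fluorescence score within 5 deviations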;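 note: channel opened by trigger with iodide after compound preincubation; score built on the fluorescence ratio of max minus min over baseline; more negative score means more quench and so TMEM16A activation or potentiation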
* marks the source's active call; other numbers are inactive results; i = inactive; x = not tested or not shown. An unsorted share of the library, and some 6.3% of all compounds hit somewhere here.

SMILES	SKKanGAS inh	KCNK3 inh	KCNQ1 act	TMEM16A inh	RGS4 block	KCNK9 block	RGS4 pot	HDAC3 inhib	hERG protect	KCNQ1 inh	TMEM16A act
CCCCCC(=O)Nc1cc(S(=O)(=O)N2CCCCC2)ccc1N1CCOCC1	3	i	i	i	i	i	i	0	-7	i	i
COc1ccc(Cl)cc1NC(=O)CC(C)=O	-4	i	i	i	i	i	i	0	-2	i	i
Cc1nn(CC(=O)c2ccc(Cl)s2)c(C)c1[N+](=O)[O-]	6	i	i	i	i	i	i	3	1	i	i
CCOc1cccc(C(=O)Nc2cc(C)ccc2NC(=O)c2ccco2)c1	-11	i	i	x	i	i	i	x	-8	i	i
COc1ccc(NC(=O)CSc2nc(=O)n(CCN3CCOCC3)c3c2CCCC3)c(OC)c1	-5	i	i	i	i	i	i	4	-9	i	i
COc1ccc(OCC(=O)NCCC2=CCCCC2)c([N+](=O)[O-])c1	-5	i	i	i	i	i	i	-3	-6	i	i
COc1ccc(C(=O)N/N=C/c2c(C)[nH]c(=O)[nH]c2=O)cc1	-1	i	i	i	i	i	i	-1	-14	i	i
CCCc1ccc(C(=O)[C@@H]2[C@@H](C(C)=O)N3c4ccc(F)cc4C=C[C@@H]3[C@@]23C(=O)Nc2ccccc23)cc1	4	i	i	i	i	i	i	8	-7	i	i
CC(C)CC(=O)Nc1nnc(S(=O)(=O)N2c3ccccc3CC2C)s1 (configuration not stated)	3	i	i	i	i	i	i	1	-8	i	i
Cc1ccccc1NS(=O)(=O)c1ccc(NC(=O)c2ccco2)cc1	6	i	i	i	i	i	i	1	-3	i	i
COc1cc2[nH]c(=O)n(Cc3ccc(C(=O)N4CCC(N5CCCCC5)CC4)cc3)c(=O)c2cc1OC	8	i	i	i	i	i	i	-13	-3	i	i
COc1ccccc1N1CCN(C(=O)c2cc(=O)c3cc(C)ccc3o2)CC1	7	i	i	i	i	i	i	0	1	i	i
CCCN(CCC)C(=O)CSc1nc2ccsc2c(=O)n1NC(=O)c1ccccc1	5	i	i	i	i	i	i	-7	-6	i	i
CCCCOc1ccc(C(=O)NCC2(c3ccccc3)CCOCC2)cc1	5	i	i	i	i	i	i	3	-13	i	i
C/C(=N/NC(=O)c1ccoc1C)c1cccc(NC(=O)C(F)(F)F)c1	1	i	i	i	i	i	i	-7	-5	i	i
O=S(=O)(c1ccccc1)N1N=C(c2cccs2)CC1c1ccc(F)cc1 (configuration not stated)	6	i	i	i	i	i	i	6	-3	i	i
COc1ccc(OC)c(Nc2ccc(C(=O)O)cc2[N+](=O)[O-])c1	-10	i	i	i	i	i	i	6	-6	i	i
Cc1ccc(CN2CC(C(=O)Nc3cc(C)ccn3)CC2=O)cc1 (configuration not stated)	-6	i	i	i	i	i	i	-5	-8	i	i
COc1cc(/C=C(/C#N)C(=O)Nc2ccc(Cl)cc2)ccc1Oc1nc(Cl)ncc1F	-4	i	i	i	i	i	i	4	-14	i	i
COC(=O)C(CCSC)NC(=O)Cn1ncc2c(=O)oc3ccc(C)cc3c21 (configuration not stated)	1	i	i	i	i	i	i	x	-9	i	i
COC(=O)N1[C@H](Cc2ccccc2)C=C[C@]1(C)C(=O)NCc1ccccn1	3	i	i	i	i	i	i	0	-4	i	i
CC(C)(C)Cc1nc(-c2ccc(Cl)cc2)no1	-1	i	i	i	i	i	i	1	-8	i	i
CCOc1ccc(NC(=O)Nc2ccon2)cc1	10	i	i	i	i	i	i	-7	-2	i	i
CCOc1cc(C=O)cc(Cl)c1OCC(N)=O	-2	i	i	i	i	i	i	-1	-12	i	i
O=C(CCN1C(=O)c2cccc([N+](=O)[O-])c2C1=O)Nc1nccs1	-6	i	i	i	i	i	i	3	-13	i	i
(next part)
SMILES	SKKanGAS inh	KCNK3 inh	KCNQ1 act	TMEM16A inh	RGS4 block	KCNK9 block	RGS4 pot	HDAC3 inhib	hERG protect	KCNQ1 inh	TMEM16A act
Cc1cc(C(=O)NCc2ccco2)on1	-1	i	i	i	i	i	i	7	-7	i	i
COc1cc2c(cc1OC)-c1cc(Nc3ccc(F)cc3)nc(=O)n1CC2	-1	i	i	i	i	i	i	-2	-5	i	i
COc1ccc(NC2(c3ccc(Cl)cc3)C(=O)c3ccccc3C2=O)cc1	9	i	i	i	i	i	i	6	-10	i	i
Cc1ccc(SCC(=O)OCC(=O)N(C)CC(=O)Nc2ccccc2Cl)cc1	13	i	i	i	i	i	i	-2	-10	i	i
CCOc1ccccc1CNCCN1CCOCC1	-2	i	i	i	i	i	i	0	-5	i	i
Cc1ccc(C)c(C(=O)CSc2nnc(C)s2)c1	-7	i	i	i	i	i	i	-1	-17	i	i
CCOC(=O)c1cc(C#N)c(Oc2cccc(C(F)(F)F)c2)nc1-c1ccccc1	5	i	i	i	i	i	-7.8*	-2	-13	6*	i
CCOC(=O)N1CCN(CCC(=O)Nc2ccc(Br)c(C)c2)CC1	-3	i	i	i	i	i	i	-5	-11	i	i
Cc1ccc(CNC(=O)CN2C(=O)COc3ccc(S(=O)(=O)N4CCCCC4)cc32)o1	14	i	i	i	i	i	i	1	-5	i	i
COc1ccc(C=C2C(=O)OC(C)(C)OC2=O)cc1OC	-1	i	i	i	i	i	i	-1	-3	i	i
O=C(c1ccc(F)cc1)n1cc(C(=S)N2CCOCC2)c2ccccc21	-5	i	i	i	i	i	i	6	-4	i	i
CCN(C1CCS(=O)(=O)C1)S(=O)(=O)c1ccc(OC)c(OC)c1 (configuration not stated)	16	i	i	i	i	i	i	-11	-10	i	i
O=C(NC1CCCC1)c1cc(-c2ccc(Cl)cc2Cl)on1	3	i	i	i	i	i	i	2	-6	i	i
CCN(CC(=O)NCc1ccco1)S(=O)(=O)c1ccc(OC)cc1	-18	i	i	i	i	i	i	-4	-11	i	i
O=C(O)c1cccc(N/N=C/C2=C(Cl)c3cc(Cl)ccc3SC2)c1	106*	i	i	x	i	i	i	x	-10	i	i
Cc1nnc(N2C(=O)c3cccc4c([N+](=O)[O-])ccc(c34)C2=O)s1	0	i	i	i	i	i	i	-6	-8	i	i
O=C(OCC(=O)N1CCCC1=O)c1ccc(F)c(S(=O)(=O)N2CCOCC2)c1	-2	i	i	i	i	i	i	-2	-5	i	i
CCS(=O)(=O)N1CCCC(C(=O)NCc2ccc(C)cc2)C1 (configuration not stated)	-6	i	i	i	i	i	i	-2	-2	i	i
Cc1ccc2[nH]c3c(c2c1)CN(C)CC3	-1	i	i	i	i	i	i	-9	-7	i	i
Cc1nnc(NC(=O)C2COc3ccccc3O2)s1 (configuration not stated)	0	i	i	i	i	i	i	-5	-8	i	i
Cn1c(Cc2ccccc2)n[nH]c1=S	1	i	i	i	i	i	i	-7	-6	i	i
CCOc1cc(/C=C2/NC(=S)NC2=O)ccc1OCc1ccc([N+](=O)[O-])cc1	74*	i	i	i	i	i	i	-4	-5	i	i
O=C1CC(N2CCSCC2)C(=O)N1CCc1ccccc1 (configuration not stated)	-1	i	i	i	i	i	i	9	-5	i	i
COc1ccc(Cl)cc1Nc1nc(C)cc(C)c1C(N)=O	0	i	i	i	i	i	i	6	-1	i	i
CCCCCNC(=O)CCCCn1c(=O)[nH]c2cc(OCC)c(OCC)cc2c1=O	-11	i	i	i	i	i	i	-1	-10	i	i
(next part)
SMILES	SKKanGAS inh	KCNK3 inh	KCNQ1 act	TMEM16A inh	RGS4 block	KCNK9 block	RGS4 pot	HDAC3 inhib	hERG protect	KCNQ1 inh	TMEM16A act
C=C(C)CSc1nc(N)c2c(C)c(C)sc2n1	-1	i	i	i	i	i	i	-1	-10	i	i
CN(CC(=O)Nc1ccccc1Cl)C(=O)CSC(=S)N1CCCC1	46	i	i	i	i	i	i	-5	-9	i	i
O=C(CCC1COc2ccccc2O1)Nc1cccnc1 (configuration not stated)	0	i	i	i	i	i	i	7	-4	i	i
Cc1ccc(C(=O)Nc2c(C)cc(-c3ccccc3)oc2=O)cc1	-5	i	i	i	i	i	i	-3	2	i	i
Cc1cc(C(=O)NCCCN(C)C)c2ccccc2n1	-8	i	i	x	i	i	i	x	-6	i	i
CCCCC(=O)Nc1ccc(C(=O)NCCN2CCOCC2)cc1	0	i	i	i	i	i	i	-6	-6	i	i
CN(C)C(=O)COc1ccc(C(=O)/C=C/c2cccnc2)cc1	2	i	i	i	5.6*	i	i	6	-5	i	i
O=C(CCn1cccc1)NCc1ccccc1	-3	i	i	i	i	i	i	-5	0	i	i
Cc1csc(CNC(=O)C2CCC(=O)N(CCCc3ccccc3)C2)n1 (configuration not stated)	-2	i	i	i	i	i	i	x	-12	i	i
CCCN(CCC)CCCNC(=O)c1cn(CCOC)c(=O)c2c1c1ccccc1n2C	1	i	i	i	i	i	i	-9	-8	i	i
Cc1ccc(-n2ccc(=O)c(C(=O)Nc3ccc(S(=O)(=O)Nc4nccc(C)n4)cc3)n2)cc1	4	i	i	i	i	i	i	2	-6	i	i
CCOc1ccccc1CN1CCN(Cc2cccc3nonc23)CC1CCO (configuration not stated)	x	i	i	i	i	i	i	3	-11	i	i
O=C1c2cc(S(=O)(=O)NCCCO)ccc2-c2ccc(S(=O)(=O)NCCCO)cc21	3	i	i	i	i	i	i	12	-10	i	i
CCOC(=O)C1=C(C)NC(=S)NC1c1ccc(-c2ccc(Cl)cc2)o1 (configuration not stated)	-3	i	i	i	i	i	i	0	-6	i	i
Cc1cc(=O)oc2c(C)c(OCC(=O)N3CCC(C(=O)O)CC3)ccc12	1	i	i	i	i	i	i	-24	-5	i	i
CCOC(=O)c1c(CN(C)C)n(-c2ccccc2)c2cc(Br)c(OC)cc12	-4	i	i	i	i	i	i	-4	-8	i	i
Cc1cc(C)cc(N(CC(=O)Nc2cccc(C)n2)S(=O)(=O)c2c(C)noc2C)c1	1	i	i	i	i	i	i	2	-5	i	i
COCCN(C(C)=O)c1nnc(-c2cnccn2)s1	1	i	i	i	i	i	i	2	-5	i	i
CCOC(=O)Cn1c(=O)oc2cc(S(=O)(=O)NCCC(C)C)ccc21	2	i	i	i	i	i	i	-2	-4	i	i
CCc1cc2c(-c3ccccc3)cc(=O)oc2cc1OC(C)C(C)=O (configuration not stated)	7	i	i	i	i	i	i	-3	-11	i	i
CCOC(=O)C1CCN(C(=O)c2cc3cc4cc(OC)ccc4nc3o2)CC1	-8	i	i	i	i	i	i	-11	-5	i	i

Screens from PubChem.
